High-throughput results as filed in PubChem BioAssay.
sEH inh: soluble epoxide hydrolase (human) inhibition | 0.34% of 91,000 active | P34913 | inhibition, % at 2 µM | recombinant human sEH enzymatic activity assay; in the data active means inhibition above about 80%; further: values of inactives mirror those of a sister screen read the other way; many of its hits are not listed in these tables
Target sequence (P34913 whole entry, looked up): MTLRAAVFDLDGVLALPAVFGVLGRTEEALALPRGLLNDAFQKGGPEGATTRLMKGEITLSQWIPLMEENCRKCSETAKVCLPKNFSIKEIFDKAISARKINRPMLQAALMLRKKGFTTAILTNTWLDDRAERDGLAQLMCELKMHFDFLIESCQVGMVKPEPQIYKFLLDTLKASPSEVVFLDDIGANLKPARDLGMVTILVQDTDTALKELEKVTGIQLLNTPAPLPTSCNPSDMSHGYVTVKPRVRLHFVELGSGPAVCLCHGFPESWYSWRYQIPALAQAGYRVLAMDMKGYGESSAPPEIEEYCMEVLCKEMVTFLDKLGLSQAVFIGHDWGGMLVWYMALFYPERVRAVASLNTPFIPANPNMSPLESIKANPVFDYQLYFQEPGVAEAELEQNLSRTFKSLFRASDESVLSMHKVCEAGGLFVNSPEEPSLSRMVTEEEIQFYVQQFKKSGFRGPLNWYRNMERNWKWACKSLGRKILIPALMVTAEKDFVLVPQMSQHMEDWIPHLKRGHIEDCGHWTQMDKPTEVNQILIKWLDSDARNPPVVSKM
MT1-MMP txn act: activates MT1-MMP transcription | HT1080 MT1-MMP promoter luciferase reporter, luminescence, overnight; active compounds read high | 0.16% of 86,000 active | activation factor at 10 µM;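 active means activation factor of at least 2 for MT1-MMP transcription at 10 µM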
Mac1 fbg inh: inhibitors of human CD11b/CD18 binding to fibrinogen. K562 CD11b/CD18 adhesion to fibrinogen, ATPlite luminescence; Mn2+ added to activate the integrin. inhibition, % at 10 µM. 0.54% of 93,000 active;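 active means primary inhibition of 50% or more at 10 µM, then 40% or more on retest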; further: some results filed as inactive read as strong as hits
CD11b adhes enh: increases human CD11b/CD18 adhesion to fibrinogen. 0.07% of 93,000 active. AID 1499. K562 CD11b/CD18 adhesion to fibrinogen, ATPlite luminescence. activation, % at 10 µM. P05107+P11215;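 active means 10 µM primary screen giving 50% or more activity, confirmed by 40% or more on retest at that dose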; further: strong numbers were not always called active; reference of the scale not given here
ERa SRC1 pot: ER-alpha (human) coactivator binding potentiation | P03372 | TR-FRET ERalpha-LBD/SRC-Cy5 coactivator binding, 2 h; 100 = basal binding, no effect | coactivator binding (% of control), % at 25.6 µM | 1.3% of 86,000 active; in the data active means activity above about 200%;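 further: binding measured in presence of low estradiol as agonist stimulus; 0% = peptide alone without receptor and 100% = receptor with peptide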
ERb SRC1 inh: blocks coactivator binding to human estrogen receptor beta; TR-FRET ER-beta LBD / SRC1-Cy5 peptide binding; receptor agonist-loaded with 1 µM estradiol; inhibition, % at 25.6 µM; 1.3% of 86,000 active; AID 633;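 active means compounds whose percent inhibition of the receptor-coactivator binding signal exceeds about 50% in the single-dose screen, limit read from the data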;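 further: 0% = receptor plus peptide wells without compound and 100% = peptide-only wells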
Target sequence (Q92731 whole entry, looked up, the tested form may be a part): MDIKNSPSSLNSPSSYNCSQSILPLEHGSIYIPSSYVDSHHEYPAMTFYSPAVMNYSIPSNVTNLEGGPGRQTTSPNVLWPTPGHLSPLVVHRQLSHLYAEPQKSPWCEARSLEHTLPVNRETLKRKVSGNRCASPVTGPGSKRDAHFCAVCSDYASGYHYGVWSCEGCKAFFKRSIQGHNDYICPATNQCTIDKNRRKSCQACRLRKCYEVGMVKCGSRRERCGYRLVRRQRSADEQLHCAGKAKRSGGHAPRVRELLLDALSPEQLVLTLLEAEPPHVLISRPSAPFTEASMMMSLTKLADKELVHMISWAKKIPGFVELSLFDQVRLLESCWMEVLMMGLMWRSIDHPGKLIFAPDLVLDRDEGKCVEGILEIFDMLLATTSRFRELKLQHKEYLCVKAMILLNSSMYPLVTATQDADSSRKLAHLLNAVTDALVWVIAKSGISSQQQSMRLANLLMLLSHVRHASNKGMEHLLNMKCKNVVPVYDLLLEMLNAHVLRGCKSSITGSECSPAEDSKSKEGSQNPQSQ
Calb biofilm kill: kills Candida albicans biofilms | C. albicans biofilm + clotrimazole, Alamar Blue | inhibition, % at 6 µM | 0.14% of 85,000 active;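 active means inhibition above 20%; inactive means inhibition below 20%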;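 further: preformed 24 hr biofilms exposed to compound for 48 hr; 0% = biofilm without compound and 100% = blank killed by clotrimazole plus chlorhexidine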
Smad3 inh: blocks human Smad3 binding to FoxH1 peptide | inhibition, % at 25 µM | 0.29% of 88,000 active | P84022 | TR-FRET Smad3/Dy647-FoxH1 peptide binding, europium anti-His;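 active means compounds that reduce the energy-transfer binding signal between the protein and its labelled peptide by more than half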;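 further: 0% = Smad3 plus labelled peptide maximal FRET and 100% = peptide-only background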
sEH act: activators of human soluble epoxide hydrolase | P34913 | purified human sEH enzymatic activity, activator screen | activation, % at 2 µM | 0.04% of 91,000 active | AID 717; in the data active means activation above about 37%; further: values of inactives mirror those of a sister screen read the other way
The depositor's hits bear a star; · = no result given; [ ] = dose if it differs, or a comment.

SMILES	sEH inh	MT1-MMP txn act	Mac1 fbg inh	CD11b adhes enh	ERa SRC1 pot	ERb SRC1 inh	Calb biofilm kill	Smad3 inh	sEH act
Cc1cc2cc(CCNC(=O)CC(C)C)c(=O)[nH]c2cc1C	-5	1.2	-10	4	103	-9	3	-1	5
CNS(=O)(=O)c1cc(OC)ccc1OC	5	1.1	0	1	100	9[fluorescence artefact?]	·	-16	-2
O=C(CCNS(=O)(=O)c1ccc(Cl)cc1)NCc1cccnc1	-2	1	-5	-2	91	4	7	-5	0
CC(C)=C1SC(N2CCN(Cc3ccccc3)CC2)=NC1=O	·	1.1	-9	-6	114[fluorescence artefact?]	-8	5	5	·
Cc1cc(N(C)C)c(C#N)c(NCc2ccccc2)n1	·	1.1	6	-3	102	-4	5	-7	·
Cc1nn2c(NCCCN(C)C)c3c(nc2c1-c1ccccc1)CCC3	-5	1	-21	2	98[fluorescence artefact?]	7[fluorescence artefact?]	7	9	4
CCOC(=O)c1c(NC(=O)CSc2nnc(C)s2)sc2c1CCC(CC)C2 (stereo unspecified)	-1	1.1	·	·	93	-4	5	9	0
COC(=O)c1ccccc1NC(=O)c1cc2sccc2n1C	-12	1	-15	0	149	7[fluorescence artefact?]	5	13	13
Cc1ccc(C(=O)Nc2nc3ccc(S(C)(=O)=O)cc3s2)o1	4	1.4	·	·	101	-5	7	2	-3
CCC(=O)C1=C(N2CCCC2)CC(C)(C)CC1=O	-6	1.2	2	-6	87[fluorescence artefact?]	20[fluorescence artefact?]	0	-22	4
O=C(CSc1ncn[nH]1)NCc1ccccc1	-9	0.9	·	·	89	38	-4	-14[fluorescence artefact?]	9
CCCC(=O)N1CCN(c2ccc(NC(=O)c3ccccc3)cc2)CC1	12	1	-10	-1	123[fluorescence artefact?]	16	8	-4	-13
CS(=O)(=O)Nc1ccc(C(=O)NC2CC3CCC2C3)cc1 (stereo unspecified)	-11	1.2	-5	2	89	-12[fluorescence artefact?]	4	-3	9
Cc1cc(C(=O)NCC2CCCO2)n(-c2ccccc2)n1 (stereo unspecified)	-24	1.3	2	-3	109[fluorescence artefact?]	0[fluorescence artefact?]	6	3	22
COc1ccc(N/C(=N\c2nc(C)cc(C)n2)NC(C)=O)cc1OC	7	1.2	-1	5	119	2	3	-5	-7
CSCCC(NC(=O)c1ccc(C)o1)C(=O)O (stereo unspecified)	9	1.3	0	0	99	-12	2	0	-8
COc1cccc(-c2cc(C(=O)Nc3cc(C)nn3-c3ccccc3)no2)c1	15	·	25	-3	455*	-25[fluorescence artefact?]	1	16[fluorescence artefact?]	-17
Cc1ccc(NC(=O)CN(C)Cc2nc3ccccc3c(=O)[nH]2)c(Br)c1	-5	1.2	3	-1	99	8[fluorescence artefact?]	4	-6	8
CN1CCN(C(=O)c2ccc3c(c2)NC(=O)C(C)(C)O3)CC1	-2	1	2	-1	122	-29	8	3	1
Nc1c(C(O)(C(F)(F)F)C(F)(F)F)cc(C(O)(C(F)(F)F)C(F)(F)F)c2ccccc12	-4	1.2	·	·	32	7[fluorescence artefact?]	0	5	3
CCN=C1SC(C(=O)Nc2ccccc2)CC(=O)N1CC (stereo unspecified)	-4	1.2	-2	-4	109	24	0	8	4
Cc1cc(S(=O)(=O)N2CCN(c3ccccc3O)CC2)c(C)s1	0	·	3	2	106	-5[fluorescence artefact?]	7	-8	4
C=CCn1cnc2c(c1=O)c1nc3ccccc3nc1n2Cc1ccccc1	·	1.2	-5	2	94	-9	9	2	·
Cc1cc(C)cc(N(CC(=O)NCc2ccco2)C(=O)c2snc(C(N)=O)c2N)c1	-3	1.1	·	·	103[fluorescence artefact?]	-8[fluorescence artefact?]	3	-13	3
O=C(CNS(=O)(=O)c1cccs1)Nc1ccc2c(c1)OCCO2	·	1.4	10	-1	108	2[fluorescence artefact?]	4	10	·
SMILES	sEH inh	MT1-MMP txn act	Mac1 fbg inh	CD11b adhes enh	ERa SRC1 pot	ERb SRC1 inh	Calb biofilm kill	Smad3 inh	sEH act
Cc1ccc(NC(=O)Nc2ccc3c(c2)N(C)C(=O)CS3)cc1C	69	·	-20	1	81	21	10	-13	-69
CCOc1cc(C(=O)Nc2ccon2)cc(OCC)c1OCC	-7	1.2	-10	-6	106	-19[fluorescence artefact?]	6	6	10
Cn1c(=O)[nH]c2sc3c(c2c1=O)CC(C)(C)OC3	-1	1.3	5	-5	108	1	3	16	0
Fc1ccccc1NC(=S)N/N=C/c1ccccc1Br	-14	·	13	-4	·	·	·	·	18
O=C(CSc1nc2ccccc2[nH]1)N1CCCCC1	2	1.6	1	-3	104	-4	-2	1	1
O=C(CNC(=O)c1cccc(Br)c1)NCCc1nc2ccccc2[nH]1	-24	1.1	9	-6	90	7	-1	8	24
CCc1cccc(CC)c1N(COC)C(=O)Cn1nnc2ccccc21	8	1.2	-6	5	109	14	10	2	-8
COCc1cc(C)nc(N2CCN(Cc3ccccc3)CC2)c1C#N	-10	1	52*	3	96	-6	0	-8	7
COc1cc(OC)cc(C(=O)NC2CCN(Cc3nnnn3Cc3cccs3)CC2)c1	-4	1.2	19	-3	122	-8	5	11	6
CCN1C(=O)C(CC(=O)N2CCN(C(c3ccccc3)c3ccccc3)CC2)N(CC)C1=O (stereo unspecified)	-4	1.3	-15	-3	133	-1	7	0	6
CCCc1cc2c(=O)c(-c3ccc4c(c3)OCCO4)c(C)oc2cc1OS(C)(=O)=O	-6	·	9	1	·	·	·	·	9
O=C(NCc1ccco1)c1cc2n(n1)C(C(F)(F)F)CC(c1ccc(Cl)c(Cl)c1)N2 (stereo unspecified)	-7	1.2	5	-4	123	-1	5	5	7
c1ccc(CCn2c3ccccc3c3nnc(SCc4ccc5nonc5c4)nc32)cc1	1	·	15	-2	113[fluorescence artefact?]	40[fluorescence artefact?]	1	-4[fluorescence artefact?]	2
COC(=O)c1cc(NC(=O)C2CC=CCC2C(=O)O)cc(C(=O)OC)c1 (stereo unspecified)	1	1.1	-28	-2	102	-4	3	-3	-6
O=C1CC(N2CCN(c3ccc(Cl)c(Cl)c3)CC2)C(=O)N1 (stereo unspecified)	-4	1	-28	-2	109	-2	-4	-2	5
CCN(CC)c1nc(N)c2c(N)nc3c(c2c1C#N)CC(c1ccccc1)O3 (stereo unspecified)	6	1.2	14	0	80	-2	12	-4	-9
COc1cc(CNCCO)cc(Br)c1OCc1ccccc1Cl	-9	·	-8	-3	·	·	·	·	9
Cc1ccc(NC(=O)c2ccnc(C(C)(C)C)c2)cc1	15	1.8	·	·	101	-4	5	2	-12
O=C(CCc1ccccc1)Nc1nc2ccc(S(=O)(=O)N3CCOCC3)cc2s1	-6	1.1	-17	20	113	16	5	0	8
CCOC(=O)c1c(NC(=O)CSc2nnc(-c3ccccc3C)n2C)sc(C(C)=O)c1C	19	1.2	59	4	105	3	0	3	-18
COC(=O)c1cnn(-c2cc(Oc3ccccc3)ncn2)c1N	2	·	3	-3	·	·	·	·	-2
COc1cc(NC(=O)C2CC(=O)NC3=C2C(=O)CCC3)c(OC)cc1Cl (stereo unspecified)	7	1.2	·	·	108	-9	0	10	-4
CCCNC(=O)CS(=O)(=O)Cc1nc(-c2ccccc2C)oc1C	·	1	-5	-3	109	1	15	-2	·
CN(C)S(=O)(=O)c1cccc(C(=O)OCC(=O)NCc2ccccc2)c1	7	·	16	-1	·	·	·	·	-5
Cc1cccc(CN2C(=O)N/C(=C/c3ccc(C)s3)C2=O)c1	24	·	12	-4	·	·	·	·	-23

Complete entries as entered above.
COc1cc(OC)cc(C(=O)NC2CCN(Cc3nnnn3Cc3cccs3)CC2)c1 is entered as sEH inh: -4; MT1-MMP txn act: 1.2; Mac1 fbg inh: 19; CD11b adhes enh: -3; ERa SRC1 pot: 122; ERb SRC1 inh: -8; Calb biofilm kill: 5; Smad3 inh: 11; sEH act: 6
Fc1ccccc1NC(=S)N/N=C/c1ccccc1Br is entered as sEH inh: -14; MT1-MMP txn act: ·; Mac1 fbg inh: 13; CD11b adhes enh: -4; ERa SRC1 pot: ·; ERb SRC1 inh: ·; Calb biofilm kill: ·; Smad3 inh: ·; sEH act: 18

(cont.)
SMILES	sEH inh	MT1-MMP txn act	Mac1 fbg inh	CD11b adhes enh	ERa SRC1 pot	ERb SRC1 inh	Calb biofilm kill	Smad3 inh	sEH act
Oc1ccc2ccccc2c1CN1CCN(c2ccccc2)CC1	-8	1.3	10	1	101	6[fluorescence artefact?]	7	15	6
CCCc1cc(=O)n2[nH]c(-c3ccc(C)cc3)cc2n1	·	1.5	-18	-4	67	5[fluorescence artefact?]	1	-4	·
Cc1ccc2c(c1)C1OCCC1C1N2C(=O)C2C(C(=O)O)C3C=CC21O3 (stereo unspecified)	-3	0.9	20	1	93	14	2	-1	2
CCOC(=O)c1nn(-c2cccc(C)c2)c2nc(-c3ccccc3)c(C#N)c(=O)n12	-24	·	-10	-2	·	·	·	·	27
COC(=O)C1=C(NC(=O)c2cccc(OC)c2)CCS1	-13	·	27	0	·	·	·	·	11
Cc1[nH]nc2c1C(c1ccc(F)cc1)C1=C(CC(C)(C)CC1=O)N2 (stereo unspecified)	-15	1.1	-7	2	98[fluorescence artefact?]	-15	-4	-2	15
COc1cccc(OC)c1C(=O)Nc1ccc(N2CCCCC2)cc1	2	·	-7	2	137[fluorescence artefact?]	5	7	-1	-1
O=S(=O)(c1cccc(-c2nnc(SCc3nc4ccccc4s3)o2)c1)N1CCOCC1	2	1.6	·	·	122[fluorescence artefact?]	9[fluorescence artefact?]	2	-9	0
O=C(COC(=O)Cn1cnc2ccccc21)Nc1ccc2c(c1)OCCO2	-3	1	-19	-4	110	-1[fluorescence artefact?]	9	-3	3
CCCCN1C(=O)c2ccc(C(=O)Nc3c(N)n(CCCC)c(=O)n(C)c3=O)cc2C1=O	·	1.1	2	-2	110	-2	·	0	·
CC(C)CNC(=S)N1CCC(NC(=O)C23CC4CC(CC(C4)C2)C3)CC1	9	1.3	·	·	137	-2	10	-16	-4
Cn1c(SCC(=O)O)nnc1C1CCCCC1	-5	0.9	16	-4	115	19	9	-3	6
O=C1c2ccncc2C(=O)N1C1CCCCC1	10	1.2	-4	-4	103	3	4	-15	-8
O=C(CCSc1ccc(F)cc1)Nc1ccc(-n2cnnn2)cc1	37	1.1	-8	-6	105	-7	1	3	-36
Cc1oc2cc(O)cc(C)c2c(=O)c1-c1cnn(-c2ccccc2)c1	-4	1.2	2	0	236*[fluorescence artefact?]	-10[fluorescence artefact?]	10	10	3
Cc1ccccc1N(CC(=O)NC1CCCC1)C(=O)c1oc(C(C)(C)C)cc1C	-23	·	-47	4	·	·	·	·	22
O=C(O)c1cc(-c2ccccn2)n[nH]1	0	1	-19	3	131[fluorescence artefact?]	-8	3	-1	0
COn1c(-c2ccccc2)nc2c1CCc1nonc1-2	2	1.1	·	·	85	0	4	3	0
Cc1sc2ncnc(SCC(=O)c3cccs3)c2c1C	12	1.1	-18	0	190	23[fluorescence artefact?]	-5	-7	-14
Cc1oc2c(C)c(O)ccc2c(=O)c1-c1cnn(-c2ccccc2)c1	4	0.9	·	·	181	60*[fluorescence artefact?]	2	1	-4
CCCN1C(=O)c2cc(C(=O)NC3CCCC3)ccc2C1O (stereo unspecified)	-6	1.1	-15	-2	99	-11	3	9	6
CN1CCN(S(=O)(=O)c2ccc(-c3ccc(S(=O)(=O)N4CCN(C)CC4)cc3)cc2)CC1	·	1.2	0	5	116	-1	4	-2	·
CCn1cc(C(=O)NC2CCc3ccccc32)c(=O)c2ccc(C)nc21 (stereo unspecified)	79	1.1	-50	3	425*[fluorescence artefact?]	15[fluorescence artefact?]	0	8	-79
O=C(NCc1ccco1)c1sc2cc(Cl)ccc2c1Cl	0	1.2	·	·	103	24	-5	-10	-1
NC(=O)c1c(NC(=O)CSc2nc3c(c(C(F)(F)F)n2)CCc2ccccc2-3)sc2c1CCCC2	0	·	-23	12	·	·	·	·	3
COC(=O)N/N=C(\C)c1ccccc1Br	8	0.9	·	·	117	-2	0	-14	-5
CCc1nc(SCc2cccnc2)c(C#N)cc1C	1	1	17	-1	91	-16	2	8	2

Not all compounds are listed. The share of hits here may be higher or lower than overall.
